M4 PAM: potentiates acetylcholine response at human M4 receptor; P08173; CHO-K1 hM4/Gqi5, Fluo-8 calcium fluorescence, ACh EC20; 0% = ACh EC20, 100% = maximal ACh; activation, % at 3 µM; 360,000 tested, 0.4% active;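 active = activation above its plate's cutoff, the mean activation of sample wells plus 3 SD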; note: some results filed as inactive read as strong as hits
CHRM1 PAM: potentiates human M1 receptor response to acetylcholine; P11229; CHO-K1 hM1, Fluo-8 calcium fluorescence, ACh EC20; 0% = ACh EC20, 100% = maximal ACh; activation, % at 3 µM; 360,000 tested, 0.088% active; AID 588819; in the data active = activation above about 19%, passing the limit was not always enough
Target sequence (P11229 whole entry, looked up): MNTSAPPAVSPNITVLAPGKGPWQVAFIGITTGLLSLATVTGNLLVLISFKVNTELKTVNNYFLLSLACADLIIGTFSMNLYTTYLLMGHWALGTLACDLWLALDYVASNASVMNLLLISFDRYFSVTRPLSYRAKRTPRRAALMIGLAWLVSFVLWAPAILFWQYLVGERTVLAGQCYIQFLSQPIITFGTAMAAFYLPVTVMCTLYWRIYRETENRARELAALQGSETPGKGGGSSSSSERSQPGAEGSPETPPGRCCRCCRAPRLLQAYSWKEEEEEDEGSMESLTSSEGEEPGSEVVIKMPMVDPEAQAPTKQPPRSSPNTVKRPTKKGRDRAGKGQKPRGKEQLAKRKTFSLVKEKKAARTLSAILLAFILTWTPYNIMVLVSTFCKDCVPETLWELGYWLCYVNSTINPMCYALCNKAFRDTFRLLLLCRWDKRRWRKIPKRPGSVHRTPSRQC
M5 antag: CHRM5 antagonism in calcium assay. P08912. CHO-hM5 cells, Fluo-8 calcium fluorescence, ACh EC80. inhibition, % at 3 µM. 360,000 tested, 0.59% active;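 active = inhibition above a per-plate cutoff, the mean of that plate's test compounds plus 3 SD, cut at about 27% in these data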;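 note: 0% = acetylcholine EC80 with DMSO and 100% = DMSO without agonist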
Target sequence (P08912 whole entry, looked up): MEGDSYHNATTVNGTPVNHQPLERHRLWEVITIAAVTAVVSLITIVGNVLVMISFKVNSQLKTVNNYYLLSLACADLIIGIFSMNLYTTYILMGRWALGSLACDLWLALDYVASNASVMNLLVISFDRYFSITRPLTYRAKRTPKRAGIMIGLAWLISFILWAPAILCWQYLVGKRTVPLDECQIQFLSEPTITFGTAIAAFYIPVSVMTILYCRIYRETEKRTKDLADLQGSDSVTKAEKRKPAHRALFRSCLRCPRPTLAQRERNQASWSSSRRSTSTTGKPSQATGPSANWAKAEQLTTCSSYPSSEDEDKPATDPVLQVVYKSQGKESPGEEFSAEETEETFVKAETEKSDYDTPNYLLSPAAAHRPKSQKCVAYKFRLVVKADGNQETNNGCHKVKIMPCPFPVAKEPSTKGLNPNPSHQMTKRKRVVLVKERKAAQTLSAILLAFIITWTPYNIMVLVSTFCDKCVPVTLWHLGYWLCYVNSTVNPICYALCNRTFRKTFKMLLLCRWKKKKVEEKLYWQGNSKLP
M4 antag: blocks acetylcholine activation of human M4 receptor; P08173; CHO-hM4 cells, ACh EC80, Fluo-8 calcium fluorescence; inhibition, % at 3 µM; 360,000 tested, 0.73% active;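 active = inhibition above its plate's cutoff, the mean inhibition of sample wells plus 3 SD, cut at about 27% in these data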;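 note: 0% = acetylcholine EC80 with DMSO and 100% = DMSO without agonist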
CHRM4 agonist: agonists of human muscarinic M4 receptor (CHRM4). P08173. CHO-K1 hM4/Gqi5, Fluo-8 calcium fluorescence; vehicle 0%, full acetylcholine response 100%. activation, % at 3 µM. 360,000 tested, 0.14% active;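 active = activation above the run mean over all test wells plus 3 SD, cut at about 32% in these data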;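 note: peak over basal fluorescence ratio per well then scaled between controls; 0% = DMSO wells and 100% = acetylcholine at EC100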
M5 PAM: potentiates acetylcholine response at human M5 receptor. CHO-K1 hM5, Fluo-8 calcium, ACh EC20 PAM; 0% = ACh EC20, 100% = ACh EC100. activation, % at 3 µM. 360,000 tested, 0.3% active. AID 624038;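 active = activation above the run cutoff, the mean activation of all test compounds plus 3 SD, cut at about 18% in these data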
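Assay system – human M5 receptor in CHO-K1 cells · Read-out – % activation, ACh-normalized · Technique – Fluo-8 calcium fluorescence · Dosing – single-point, 3 µM nominal · Incubation – Fluo-8 loading 80 min at 37 °C plus 30 min room temperature · Repeats – singlicate, one well per test compound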
CRFR2-BP ag: agonists of human CRF-binding protein/CRF-R2 receptor complex | activation, % at 13.2 µM | HEK293 CRF-R2/CRF-BP, calcium dye fluorescence (FLIPR); percent of saturating CRF peptide response | AID 588473 | 350,000 tested, 0.46% active;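 active = activation of at least 50%, plus an integration ratio under a set limit after plate pattern correction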;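 note: plate controls were neutral control wells without compound for no effect and CRF at EC100 for full effect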
CHRM5 agonist: agonists of human muscarinic M5 receptor (CHRM5); CHO-K1 hM5 cells, Fluo-8 calcium fluorescence; 0% DMSO wells, 100% maximal acetylcholine response; 360,000 tested, 0.19% active; activation, % at 3 µM; P08912;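 active = activation above the run's mean over test compounds plus 3 SD, cut at about 23% in these data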;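 note: signal is peak over basal fluorescence ratio across the kinetic read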
M1 antag: human CHRM1 antagonism. P11229. CHO-K1 hM1, Fluo-8 calcium fluorescence, ACh EC80 antagonist. inhibition, % at 3 µM. 360,000 tested, 1.3% active. AID 588852;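 active = percent inhibition above its own plate's cutoff, namely the mean of that plate's compound wells plus 3 SD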;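 note: peak over basal fluorescence ratio during 140 s after agonist addition; 0% = ACh EC80 plus DMSO and 100% = DMSO alone without agonist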
* marks the source's active call; other numbers are inactive results.

How did CCOC(=O)Cn1c(=O)oc2cc(S(=O)(=O)N3CCCC(C(=O)OCC)C3)ccc21 (stereo not drawn) do in these assays?
M4 PAM: 0; CHRM1 PAM: 3; M5 antag: 2; M4 antag: -2; CHRM4 agonist: 2; M5 PAM: -6; CRFR2-BP ag: 0.2; CHRM5 agonist: 3; M1 antag: -9

What do the screens show for `O=C(CCc1nnc2n(Cc3ccc(Cl)cc3)c(=O)c3ccccc3n12)NCCN1CCCC1`?
M4 PAM: -9; CHRM1 PAM: -13; M5 antag: 4; M4 antag: 8; CHRM4 agonist: -2; M5 PAM: 0; CRFR2-BP ag: 1.5; CHRM5 agonist: -6; M1 antag: 19

How did CN(/C(=N\S(=O)(=O)c1ccccc1)C(F)(F)F)c1ccccc1 do in these assays?
M4 PAM: 1; CHRM1 PAM: 5; M5 antag: 0; M4 antag: 1; CHRM4 agonist: 0; M5 PAM: 1; CRFR2-BP ag: -1.9; CHRM5 agonist: 0; M1 antag: -38

What do the screens show for `CC[C@@H](C)C(NC(=O)OC(C)(C)C)c1cn([C@@H](CCC(=O)OC(C)(C)C)C(=O)N2CCN(C(=O)OC(C)(C)C)CC2)nn1` (stereo partly drawn)?
M4 PAM: 7; CHRM1 PAM: 7; M5 antag: -1; M4 antag: -2; CHRM4 agonist: 0; M5 PAM: -1; CRFR2-BP ag: -3.0; CHRM5 agonist: 0; M1 antag: 0

Results for CCCCC(=O)OCC(=O)c1ccc(OCC)cc1 ?
M4 PAM: -2; CHRM1 PAM: 0; M5 antag: -4; M4 antag: 9; CHRM4 agonist: -1; M5 PAM: 0; CRFR2-BP ag: -1.4; CHRM5 agonist: 0; M1 antag: 8

Results for N#C/C(=C\c1cccnc1)c1ccccc1[N+](=O)[O-] ?
M4 PAM: -3; CHRM1 PAM: 11; M5 antag: 17; M4 antag: 6; CHRM4 agonist: 1; M5 PAM: 1; CRFR2-BP ag: 1.1; CHRM5 agonist: -3; M1 antag: -6

How did N=c1sccn1CC(=O)Nc1cc(Cl)ccc1[N+](=O)[O-] do in these assays?
M4 PAM: 1; CHRM1 PAM: -5; M5 antag: 3; M4 antag: -4; CHRM4 agonist: 2; M5 PAM: 0; CRFR2-BP ag: 0.7; CHRM5 agonist: -3; M1 antag: 13

Results for Cc1c(NC(=O)C(Sc2ccccc2)c2ccccc2)cccc1[N+](=O)[O-] (stereo not drawn) ?
M4 PAM: -13; CHRM1 PAM: -11; M5 antag: 4; M4 antag: -3; CHRM4 agonist: 6; M5 PAM: -12; CRFR2-BP ag: 0.5; CHRM5 agonist: -7; M1 antag: -15

How did COc1ccc(C(=S)N2CCOCC2)cc1OC(=O)c1ccc([N+](=O)[O-])cc1 do in these assays?
M4 PAM: -3; CHRM1 PAM: 10; M5 antag: 9; M4 antag: 2; CHRM4 agonist: 3; M5 PAM: -4; CRFR2-BP ag: 1.1; CHRM5 agonist: -1; M1 antag: -18

What do the screens show for `CC1CN(C(=O)CSc2ncnc3sccc23)CC(C)O1` (stereo not drawn)?
M4 PAM: 13; CHRM1 PAM: 8; M5 antag: -1; M4 antag: -5; CHRM4 agonist: 0; M5 PAM: 0; CRFR2-BP ag: -2.0; CHRM5 agonist: 0; M1 antag: -15

What do the screens show for `CC(=O)N1CCc2c(sc(NC(=O)C3COc4ccccc4O3)c2C(N)=O)C1` (stereo not drawn)?
M4 PAM: -7; CHRM1 PAM: 1; M5 antag: 5; M4 antag: 4; CHRM4 agonist: 9; M5 PAM: -6; CRFR2-BP ag: 0.3; CHRM5 agonist: 3; M1 antag: 1

Results for CCC1CCCN1Cn1cnc2c([nH]c3ccccc32)c1=O (stereo not drawn) ?
M4 PAM: 11; CHRM1 PAM: 5; M5 antag: 5; M4 antag: 0; CHRM4 agonist: 0; M5 PAM: -2; CRFR2-BP ag: -0.9; CHRM5 agonist: -3; M1 antag: -9

How did COc1cc(CCC(=O)NCc2ccc3c(c2)OCO3)cc(OC)c1OC do in these assays?
M4 PAM: 4; CHRM1 PAM: 9; M5 antag: 6; M4 antag: -2; CHRM4 agonist: 1; M5 PAM: 5; CRFR2-BP ag: 0.1; CHRM5 agonist: -3; M1 antag: -18

What do the screens show for `CCOC(=O)c1c(NC(=O)/C=C/c2ccco2)sc(C)c1C`?
M4 PAM: 24; CHRM1 PAM: 7; M5 antag: -8; M4 antag: -12; CHRM4 agonist: 1; M5 PAM: 3; CRFR2-BP ag: 4.9; CHRM5 agonist: 0; M1 antag: -7

What do the screens show for `Cc1cc(NC(=O)c2ccc(S(=O)(=O)N3CCOCC3)cc2)no1`?
M4 PAM: -1; CHRM1 PAM: 6; M5 antag: 1; M4 antag: 4; CHRM4 agonist: 1; M5 PAM: 2; CRFR2-BP ag: -1.6; CHRM5 agonist: -1; M1 antag: -6

Results for COc1ccc(C(=O)CSc2nnc(NC(=O)C3CC(=O)N(c4ccccc4)C3)s2)cc1 (stereo not drawn) ?
M4 PAM: 5; CHRM1 PAM: 0; M5 antag: 5; M4 antag: 0; CHRM4 agonist: 9; M5 PAM: 6; CRFR2-BP ag: 2.8; CHRM5 agonist: -1; M1 antag: 1

What do the screens show for `O=C(Nc1ccccc1NC(=O)c1c(F)cccc1F)c1c(F)cccc1F`?
M4 PAM: -5; CHRM1 PAM: 6; M5 antag: 14; M4 antag: -3; CHRM4 agonist: 3; M5 PAM: -3; CRFR2-BP ag: -0.6; CHRM5 agonist: 2; M1 antag: -12

What do the screens show for `CC(C)C[C@H]1CN(CCCC[C@H]2CNC(=O)C(=O)N2Cc2ccccc2)C(=O)C(=O)N1CCc1ccccc1`?
M4 PAM: -7; M5 antag: 11; M4 antag: 17; CHRM4 agonist: -1; M5 PAM: -6; CHRM5 agonist: -4

What do the screens show for `Cc1ccc(OCC(=O)Nc2ccc(-c3nc4ncccc4o3)cc2)c(C)c1`?
M4 PAM: 8; CHRM1 PAM: 3; M5 antag: -4; M4 antag: -2; CHRM4 agonist: 2; M5 PAM: 6; CRFR2-BP ag: 0.9; CHRM5 agonist: -5; M1 antag: -21

How did CCCCNc1ccc(C(CC(N)=O)NC(=O)Cc2cccc3ccccc23)cc1[N+](=O)[O-] (stereo not drawn) do in these assays?
M4 PAM: -4; CHRM1 PAM: -2; M5 antag: 13; M4 antag: 6; CHRM4 agonist: -2; M5 PAM: -4; CRFR2-BP ag: -1.8; CHRM5 agonist: -2; M1 antag: 1

What do the screens show for `O=C1c2ccccc2C(=O)N1Cc1nc(-c2ccccn2)no1`?
M4 PAM: 3; CHRM1 PAM: 13; M5 antag: -6; M4 antag: -2; CHRM4 agonist: 1; M5 PAM: 3; CRFR2-BP ag: -0.3; CHRM5 agonist: 2; M1 antag: -40

What do the screens show for `Nc1cc2c(cc1C(=O)c1ccccc1F)OCCO2`?
M4 PAM: 9; CHRM1 PAM: 13; M5 antag: -3; M4 antag: -9; CHRM4 agonist: 0; M5 PAM: 0; CRFR2-BP ag: 0.2; CHRM5 agonist: 4; M1 antag: -7

What do the screens show for `CCOc1ccccc1NC(=O)N1CCN(S(C)(=O)=O)CC1`?
M4 PAM: 8; CHRM1 PAM: 16; M5 antag: -13; M4 antag: -14; CHRM4 agonist: 2; M5 PAM: 6; CRFR2-BP ag: -2.5; CHRM5 agonist: -3; M1 antag: -9

How did CCN(Cc1nc2ccccc2c(=O)[nH]1)Cc1nc2ccsc2c(=O)[nH]1 do in these assays?
M4 PAM: -6; CHRM1 PAM: -2; M5 antag: 5; M4 antag: 3; CHRM4 agonist: 3; M5 PAM: 1; CRFR2-BP ag: 3.4; CHRM5 agonist: 1; M1 antag: 4

What do the screens show for `Cc1ccccc1C(=O)N1CCC(C(=O)N2CCN(Cc3ccc4c(c3)OCO4)CC2)CC1`?
M4 PAM: 0; CHRM1 PAM: 2; M5 antag: 2; M4 antag: 0; CHRM4 agonist: 2; M5 PAM: 3; CRFR2-BP ag: 1.7; CHRM5 agonist: 2; M1 antag: -15

Results for CCCCC(CCC(=O)NNC(=O)Cc1ccccc1)C(=O)O (stereo not drawn) ?
M4 PAM: 4; CHRM1 PAM: 7; M5 antag: -3; M4 antag: 5; CHRM4 agonist: 1; M5 PAM: 5; CRFR2-BP ag: 1.0; CHRM5 agonist: 1; M1 antag: 0

Results for Cc1nc2ccc(NC(=O)Cc3cccs3)cc2s1 ?
M4 PAM: 7; CHRM1 PAM: 3; M5 antag: -8; M4 antag: -1; CHRM4 agonist: 2; M5 PAM: 6; CRFR2-BP ag: -2.0; CHRM5 agonist: -1; M1 antag: -23

What do the screens show for `O=c1oc(-c2ccc(Cl)cc2[N+](=O)[O-])nc2ccccc12`?
M4 PAM: 2; CHRM1 PAM: 14; M5 antag: 5; M4 antag: 1; CHRM4 agonist: -2; M5 PAM: 0; CRFR2-BP ag: -0.9; CHRM5 agonist: 3; M1 antag: -12

What do the screens show for `CCC(C)(C)C1CCC2(CC1)NC(=O)N(CC(=O)Nc1nc(-c3ccc(C)cc3)cs1)C2=O` (stereo not drawn)?
M4 PAM: 0; CHRM1 PAM: 3; M5 antag: 2; M4 antag: 8; CHRM4 agonist: -1; M5 PAM: 2; CRFR2-BP ag: 1.3; CHRM5 agonist: -3; M1 antag: -16

What do the screens show for `Brc1ccccc1CN1CCC(N2CCCCC2)CC1`?
M4 PAM: -12; CHRM1 PAM: -9; M5 antag: -4; M4 antag: 7; CHRM4 agonist: 1; M5 PAM: 7; CRFR2-BP ag: -1.0; CHRM5 agonist: -6; M1 antag: 21

How did CC(C)[C@H](NC(=O)N1CCn2c1nc1ccccc12)C(=O)NCc1ccco1 do in these assays?
M4 PAM: 4; CHRM1 PAM: 7; M5 antag: 7; M4 antag: 0; CHRM4 agonist: 3; M5 PAM: -3; CRFR2-BP ag: 0.7; CHRM5 agonist: -5; M1 antag: -10

How did O=C(CNC(=O)c1ccc(S(=O)(=O)N2CCCCC2)cc1)N/N=C/c1ccco1 do in these assays?
M4 PAM: 2; CHRM1 PAM: -2; M5 antag: -8; M4 antag: -7; CHRM4 agonist: 2; M5 PAM: 6; CRFR2-BP ag: -1.4; CHRM5 agonist: 0; M1 antag: 7

Results for CN(C)/C=C/C(=O)c1cc(N2CCOCC2)ccc1[N+](=O)[O-] ?
M4 PAM: -2; CHRM1 PAM: 7; M5 antag: 0; M4 antag: 2; CHRM4 agonist: 3; M5 PAM: 6; CRFR2-BP ag: -1.7; CHRM5 agonist: 1; M1 antag: -8

3 neighbouring records already listed:
What do the screens show for `O=C1c2ccccc2C(=O)N1Cc1nc(-c2ccccn2)no1`?
M4 PAM: 3; CHRM1 PAM: 13; M5 antag: -6; M4 antag: -2; CHRM4 agonist: 1; M5 PAM: 3; CRFR2-BP ag: -0.3; CHRM5 agonist: 2; M1 antag: -40

What do the screens show for `Nc1cc2c(cc1C(=O)c1ccccc1F)OCCO2`?
M4 PAM: 9; CHRM1 PAM: 13; M5 antag: -3; M4 antag: -9; CHRM4 agonist: 0; M5 PAM: 0; CRFR2-BP ag: 0.2; CHRM5 agonist: 4; M1 antag: -7

What do the screens show for `CCOc1ccccc1NC(=O)N1CCN(S(C)(=O)=O)CC1`?
M4 PAM: 8; CHRM1 PAM: 16; M5 antag: -13; M4 antag: -14; CHRM4 agonist: 2; M5 PAM: 6; CRFR2-BP ag: -2.5; CHRM5 agonist: -3; M1 antag: -9

Screening data: PubChem BioAssay, several laboratories

Outcome played no part in choosing rows. About 2.8% of those tested had a hit in this group.
